phage Ecoli inh – E. coli growth loss with phage present. growth absorbance. inhibition, % at 11.9 µM. hit rate 0.26% among 360,000. AID 651602; in the data active means inhibition above about 11%
PfHsp90 set2 – growth inhibition of yeast expressing Plasmodium Hsp90 | inhibition, % at 9.4 µM | hit rate 0.32% among 310,000 | S. cerevisiae expressing PfHsp90, BacTiter-Glo ATP, 48 h; yeast lacking PDR1 and PDR3 efflux regulators | AID 504621;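 active means every replicate shows inhibition above about 80%, whatever the replicate mean, limit read from the data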;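 further: 0% = DMSO neutral controls and 100% = 20 µM radicicol positive controls; yeast relying on Plasmodium falciparum Hsp90 in place of its own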
OPRM1-OPRD1 ag – OPRM1-OPRD1 heterodimerization agonism. AID 504326. P35372+P41143. activation, % at 9.3 µM. cells, luminescence. hit rate 0.3% among 340,000; in the data active means activation above about 18%;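 further: 0% = vehicle-treated cells and 100% = reference agonist; values of inactives mirror those of a sister screen read the other way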
Mot1-301 SUMO – blocks SUMOylation pathway, rescuing yeast Mot1-301 growth; S. cerevisiae Mot1-301 growth rescue, ATP luminescence, 38.5C; percent above DMSO median, 100 means doubled; growth rescue, % at 18.8 µM; hit rate 1% among 320,000; AID 2716;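 active means every valid replicate shows activation above 250% relative to neutral control wells; inactive means the rest, any valid replicate at or below 250%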;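 further: OY570 slx delta 5 strain wells were the positive control but not used for scaling; some compounds called inactive have numbers as strong as hits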
Ecoli viability – counter-screen for AddAB inhibitors: E. coli growth inhibition. AID 449728. E. coli V3065 growth, OD600 absorbance, 18 h. inhibition, % at 11.9 µM. hit rate 0.27% among 330,000;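 active means inhibition above the campaign's mean inhibition across all tested compounds plus 3 SD, cut at about 9.9% in these data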;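 further: uninfected addAB+ strain grown without phage in ampicillin broth; 0% = DMSO wells and 100% = ciprofloxacin 0.95 µg/ml wells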
OPRM1-OPRD1 inv – inverse agonists of human mu-delta opioid receptor heterodimerization; inhibition, % at 9.3 µM; hit rate 0.21% among 340,000; P35372+P41143; cell-based MOR-DOR heterodimer luminescence, inverse agonism; in the data active means inhibition above about 22%, passing the limit was not always enough;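 further: 0% = cells with DMSO and 100% = wells without cells with DMSO; values of inactives mirror those of a sister screen read the other way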
AddAB inh – less growth of phage-infected E. coli with AddAB; E. coli expressing H. pylori AddAB, absorbance growth; inhibition, % at 11.9 µM; hit rate 0.29% among 330,000; in the data active means inhibition above about 12%;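 further: 0% = vehicle wells of infected cells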
Pemphigus Ab inh – inhibitors of pemphigus antibody binding to human desmoglein-3. P32926. DSG3-coupled beads, scFv-anti-DSG3-GFP binding, flow cytometry; hits give low values. binding (percent of control), % at 10 µM. hit rate 0.48% among 310,000;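 active means binding more than 3 SD below its plate's average and above zero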;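 further: hits lower antibody fragment binding to DSG3; some compounds called inactive have numbers as strong as hits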
PKA-R1A activ – activators of PKA-R1A complex; P00514+P68181; PKA-R1A dissociation, Cy5-IP20 fluorescence polarization; scaled: DMSO 0%, 113 µM cGMP 100%; activation, % at 11.4 µM; hit rate 0.083% among 340,000; AID 504707;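 active means percent activation above the mean of all tested compounds plus 3 SD, cut at about 19% in these data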;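 further: higher means more PKAc released from R1A so a rise in polarization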
HTR5A inv ctr – counter-screen for OPRM1-OPRD1 inverse agonists: human HTR5A inverse agonism | hit rate 0.083% among 340,000 | P47898 | HTR5A cell line, luminescence | inhibition, % at 9.3 µM | AID 504634; in the data active means inhibition mostly above about 23%, no sharp cut-off; inactive means mostly below about 18%;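 further: 0% = cells with DMSO and 100% = no-cell wells with DMSO; some compounds called inactive have numbers as strong as hits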
Target sequence (P47898 whole entry, looked up): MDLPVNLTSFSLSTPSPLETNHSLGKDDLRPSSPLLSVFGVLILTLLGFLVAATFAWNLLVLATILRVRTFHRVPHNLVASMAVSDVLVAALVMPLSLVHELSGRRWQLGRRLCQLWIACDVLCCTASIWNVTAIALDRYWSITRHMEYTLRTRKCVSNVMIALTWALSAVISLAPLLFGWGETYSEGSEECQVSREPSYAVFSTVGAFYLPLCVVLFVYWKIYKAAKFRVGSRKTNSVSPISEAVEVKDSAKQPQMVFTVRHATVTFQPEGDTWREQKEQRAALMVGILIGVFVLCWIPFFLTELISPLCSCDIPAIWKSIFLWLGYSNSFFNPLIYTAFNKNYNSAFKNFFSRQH
HTR5A ag ctr – HTR5A agonism, opioid heterodimer counter-screen; hit rate 0.61% among 340,000; activation, % at 9.3 µM; P47898; AID 504692; HTR5A agonist assay, luminescence, cell-based; in the data active means activation mostly above about 9.5%, no sharp cut-off; inactive means mostly below about 7.6%;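 further: 0% = cells with vehicle only and 100% = reference agonist; strong numbers were not always called active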
* hit, by the source's call; / = not tested or not shown.

SMILES | phage Ecoli inh | PfHsp90 set2 | OPRM1-OPRD1 ag | Mot1-301 SUMO | Ecoli viability | OPRM1-OPRD1 inv | AddAB inh | Pemphigus Ab inh | PKA-R1A activ | HTR5A inv ctr | HTR5A ag ctr
Cn1c(=O)[nH]c(=O)c2c1[nH]c(=S)n2CCCc1ccccc1 | 3.0 | -26 | -0.7 | / | / | 3 | / | 98 | -1 | -1 | 0
CCc1c(C)nc(Nc2nc(C)c3cc(OC)ccc3n2)[nH]c1=O | 2.8 | -11 | -1.9 | / | 1.1 | 10 | -1.3 | 101 | 8 | 19 | 3
CCCCCCOc1ccc(C(=O)n2cnc(N)n2)cc1 | 3.1 | 8 | 5.0 | 16 | 1.5 | -27 | -1.0 | 102 | -5 | 15 | 4
O=C(Nc1nc(-c2ccccn2)cs1)c1ccc2c(c1)OCCO2 | -3.1 | 1 | -0.1 | 369* | -4.4 | 0 | 1.2 | 100 | -5 | -9 | 3
CCCCn1c(N)c(N(C(=O)CSc2nncn2-c2ccccc2)C2CCCC2)c(=O)[nH]c1=O | 8.3 | -13 | -1.2 | / | / | 5 | / | / | -17 | 9 | -4
COCCN1C(=NCCCOC(C)C)N[C@@H](c2ccccc2)C(C(=O)OC)=C1C | 3.0 | 3 | -2.3 | 11 | 0.7 | 11 | 3.4 | 108 | -9 | 13 | 5
O=C(CCNC(=O)Cn1cnc2ccccc2c1=O)NCC1CCCO1 (centres undefined) | -0.8 | -4 | -0.5 | / | 0.1 | 2 | 1.3 | 95 | -5 | -1 | 0
Cc1ccccc1N/C(=C(/C(Cl)=C(Cl)Cl)[N+](=O)[O-])n1nnc2ccccc21 | 0.3 | -24 | 2.6 | 3 | -1.2 | -16 | 1.2 | 99 | 1 | 3 | -1
O=C(COc1ccccc1)NC(=S)N1CCc2ccccc21 | 0.2 | -6 | -3.0 | 2 | -4.1 | 15 | 1.9 | 102 | -4 | -1 | 0
CCc1nccn1-c1cc(C(C)(C)C)nc2c(-c3ccc(Cl)cc3)cnn12 | 3.6 | -6 | -0.6 | 98 | 1.1 | 3 | 3.3 | 98 | 4 | -6 | 2
Cc1c2cnn(CC(=O)NCCCN3CC(C)CC(C)C3)c(=O)c2c(C)n1Cc1ccc(Cl)cc1 (centres undefined) | 2.0 | 0 | -0.5 | -16 | 2.2 | 2 | -0.4 | 101 | -2 | 6 | -3
CCOc1ccccc1OCC(=O)N/N=C(\C)Cc1ccc(OC)cc1 | 2.8 | 4 | -2.5 | -2 | -1.8 | 15 | 4.0 | 103 | -6 | -3 | 1
CC(C)CCNC(=O)CN(CC1CCCO1)C(=O)CCC(=O)Nc1ccccn1 (centres undefined) | 1.6 | -16 | -1.0 | -7 | -4.3 | 4 | 2.2 | / | -8 | -5 | -5
O=C(NCc1ccco1)c1ccccc1SCC(=O)N1CCCC1 | 2.6 | 5 | -2.4 | 4 | -2.6 | 10 | -2.2 | 101 | -12 | 6 | -2
O=C(NC1CC1)c1ccc(Cl)c(S(=O)(=O)N2CCOCC2)c1 | -3.2 | -14 | -0.5 | 123 | -2.2 | 2 | 2.9 | 104 | 7 | 4 | -2
COc1ccc(Nc2nnc(C)c(=O)[nH]2)cc1 | -0.8 | -5 | -2.9 | -6 | -1.0 | 14 | -1.0 | 94 | 0 | -5 | -4
c1ccc2c(c1)nc1n2CN(Cc2ccc3c(c2)OCO3)CN1 | 0.6 | 8 | -4.8 | 0 | 1.5 | 24 | 1.0 | / | 2 | 7 | -2
COc1ccc(OCC(=O)N2CC3(C)CC2CC(C)(C)C3)cc1 (centres undefined) | 1.7 | 15 | -1.2 | / | 1.1 | 7 | -0.5 | 115 | 12 | 11 | 0
CC(=O)c1c(C)n(-c2ccc(N(C)C)cc2)c2ccc(OCC(N)=O)cc12 | 2.0 | -18 | -2.5 | -11 | -4.7 | 13 | -2.1 | 96 | -3 | 21 | -2
Cc1cc(C(=O)N2CC(C)CC(C)C2)c(C)o1 (centres undefined) | 2.8 | -32 | -2.7 | / | -1.8 | 11 | -0.8 | / | -7 | -29 | 10
CC1CCN(C(=O)C2CCN(S(=O)(=O)c3cccc4nsnc34)CC2)CC1 | 4.0 | -18 | -1.8 | / | 2.3 | 9 | 1.5 | 101 | -4 | -9 | 4
O=C(COc1ccccc1Cl)Nc1cc(NC(=O)COc2ccccc2Cl)cc(C(=O)O)c1 | -2.2 | -8 | 0.3 | -9 | / | -1 | / | 99 | -5 | -7 | 2
CN(C)C(=O)N1CCCC(C(=O)NCc2ccccc2Cl)C1 (centres undefined) | 3.6 | / | 2.2 | 275 | -2.8 | -13 | 2.6 | 93 | -20 | -18 | 8
CC(=O)NCCc1nc2ccccc2n1Cc1ccccc1 | 1.8 | -4 | 2.3 | -12 | -2.7 | -13 | -0.9 | 102 | 8 | -1 | 0
COc1ccc2cc(/C=N/NC(=O)c3ccc(CN(c4ccc(C)c(C)c4)S(C)(=O)=O)cc3)c(Cl)nc2c1 | 2.5 | 4 | -2.4 | 35 | -0.7 | 13 | -1.9 | 99 | 6 | -16 | 9
O=C(COc1cc(O)c2c(=O)cc(-c3ccccc3)oc2c1)c1cccc([N+](=O)[O-])c1 | 0.4 | -5 | 0.0 | -21 | -0.3 | 0 | 1.8 | 101 | 3 | 14 | -1
Cc1nc(SCC(=O)Nc2ccc(OCc3ccccc3)cc2)n[nH]1 | 2.5 | -3 | -2.4 | 228 | 2.3 | 12 | 2.5 | 105 | 2 | 16 | 0
CCC(=O)Nc1ccc(C(=O)NNC(=O)c2ccc(C)cc2)cc1 | 3.2 | 20 | -1.6 | -12 | -0.8 | 8 | -1.6 | 123 | 3 | -11 | 3
Cc1ccc(N2CCN(CC(O)COC3CCCCC3)CC2)cc1 (centres undefined) | 1.7 | / | -1.8 | 30 | -1.0 | 10 | 1.1 | 111 | -5 | 8 | 10*
O=C(c1ccc2c3n(nc2c1)-c1ccccc1CO3)N1CCCCC1 | 0.3 | 34 | -4.2 | -44 | 0.8 | 23 | 0.4 | 97 | 2 | -34 | 1
Cc1ccc(C(=O)/C=C/Nc2cccc(O)c2)cc1 | -2.4 | -14 | 0.7 | -5 | -1.7 | -4 | -0.2 | 110 | -8 | 2 | 3
CCN(CC)CCNC(=O)c1ccc(NC(=O)/C=C/c2ccc3ccccc3n2)cc1 | 0.9 | -20 | -2.6 | -5 | / | 14 | / | 101 | -1 | -2 | 6
CC(Sc1nc(N)cc(=O)[nH]1)C(=O)NCC(=O)Nc1ccc(F)c(F)c1F (centres undefined) | 1.5 | 10 | -5.8 | 11 | -0.5 | 22 | -1.6 | 95 | -10 | 10 | 4
Cc1nnc(NC(=O)CSc2nnc(Cc3cccn3C)n2C)s1 | 1.2 | 9 | 2.3 | -6 | -0.6 | -12 | 1.5 | 107 | -8 | -4 | 3
CCOC(=O)c1ccc(NC(=O)c2nc[nH]c2C(=O)N2CCC(C)CC2)cc1 | 0.7 | -11 | 3.9 | 349 | -1.0 | -22 | 0.4 | 105 | 3 | -32 | 2
CC1(C)C2CCC1(C)C(NC(=O)/C=C/c1ccccc1)C2 (centres undefined) | 1.1 | -12 | 1.8 | 11 | -0.9 | -9 | 2.5 | 96 | -7 | 5 | -2
Cc1ccc(C(=O)NCC(=O)NC23CC4CC(CC(C4)C2)C3)cc1 | 3.1 | 6 | -3.9 | 19 | -0.6 | 13 | 0.4 | 105 | 2 | 2 | -1
Cn1nc(C(=O)NCCc2ccc3c(c2)OCCO3)c2ccccc2c1=O | 3.4 | / | 0.2 | / | / | -1 | / | 100 | -2 | 13 | 2
O=S(=O)(c1ccc(NC2CCCCC2)cc1)N1CCOCC1 | 0.9 | -8 | 1.1 | 4 | 0.1 | -7 | 3.1 | 87 | -7 | -8 | 0
O=C(CC(=O)NC1CCCCC1)N/N=C/c1ccccc1Cl | 3.3 | -19 | -1.9 | -2 | -0.5 | 9 | 0.6 | 83 | 2 | -12 | 2
COc1ccccc1NC(=O)COC(=O)c1cc2c(s1)CCC2 | 3.7 | 3 | 0.7 | / | / | -5 | / | 102 | -5 | 13 | 0
COc1cccc(CC(=O)Nc2nc(-c3ccc(F)c(F)c3)cs2)c1 | 1.2 | -54 | 7.3 | 51 | -1.1 | -46 | 4.6 | / | -7 | 8 | 1
CC1C(=O)N(Cc2cccc(F)c2)c2ccccc2N1C(=O)c1ccccc1 (centres undefined) | 1.2 | -7 | -3.0 | -18 | -1.8 | 13 | -3.4 | / | -1 | 9 | -3
CC(=O)Nc1cccc(NC(=O)C2CCCN2C(=O)Nc2ccc(C)cc2)c1 (centres undefined) | 0.3 | -26 | -2.6 | -8 | -0.4 | 14 | 1.6 | 95 | -7 | -8 | -2
Cc1cccn2c(=O)c3cc(C(=O)NCCCOC(C)C)sc3nc12 | 3.6 | -7 | -3.2 | 0 | -0.1 | 15 | 0.3 | 108 | -5 | 7 | -2
CCOC1=NC(=C(c2ccccc2)c2ccccc2)OC1=O | 2.4 | / | -3.7 | / | / | 19 | / | 89 | -5 | -5 | 1
CN(C(=O)COC(=O)c1ccc(-c2ccc(O)cc2)cc1)C1CCS(=O)(=O)C1 (centres undefined) | 2.7 | 8 | -1.5 | 5 | 0.8 | 8 | 1.0 | 70* | -1 | 14 | 6
Cc1cc(=O)[nH]c(SCC(=O)NN(c2ccccc2)c2ccccc2)n1 | 1.1 | -2 | -2.4 | 6 | 0.5 | 12 | -1.2 | 89 | -5 | -2 | 1
CC(=O)c1c(O)c2ccccc2n(C2CCCCC2)c1=O | 2.1 | -5 | 1.1 | 18 | -2.1 | -6 | -1.9 | 97 | -6 | 1 | 0
CC(C)N1C(=O)S/C(=C/c2cccnc2)C1=O | 2.8 | -5 | -1.6 | 3 | -0.5 | 9 | -1.7 | 102 | -4 | 17 | -7
CN1CCC(N(C)S(=O)(=O)c2ccc(F)cc2F)CC1 | 0.6 | 12 | 0.9 | 0 | 0.9 | -7 | 3.0 | 121 | -12 | -15 | 5
O=C(Nc1ccc(C(=O)N2CCOCC2)cc1)c1ccc([N+](=O)[O-])cc1 | -0.1 | 16 | -0.2 | 9 | -0.2 | 1 | 2.9 | 108 | -2 | -6 | 2
COc1ccccc1NC(=O)/C=C/c1ccc(OC)c(S(=O)(=O)N2CCOCC2)c1 | 1.9 | -43 | -1.4 | 32 | 0.0 | 6 | -1.4 | 94 | -12 | 2 | -1
COc1cc(OC)c2ccc(=O)oc2c1C(CC(=O)N1CCCC1)c1ccc2c(c1)OCO2 (centres undefined) | 1.2 | / | -1.3 | 7 | 1.3 | 7 | 0.6 | 99 | 5 | -7 | 4
Cc1cc(=O)oc2cc(OCC(=O)NCCCn3ccnc3)ccc12 | 0.1 | 7 | -3.1 | 2 | -3.1 | 16 | 2.7 | 105 | -6 | -2 | 1

Full records from above. Order of screens: phage Ecoli inh	PfHsp90 set2	OPRM1-OPRD1 ag	Mot1-301 SUMO	Ecoli viability	OPRM1-OPRD1 inv	AddAB inh	Pemphigus Ab inh	PKA-R1A activ	HTR5A inv ctr	HTR5A ag ctr
CC1(C)C2CCC1(C)C(NC(=O)/C=C/c1ccccc1)C2 (centres undefined) reads 1.1	-12	1.8	11	-0.9	-9	2.5	96	-7	5	-2
Cc1ccc(C(=O)/C=C/Nc2cccc(O)c2)cc1 reads -2.4	-14	0.7	-5	-1.7	-4	-0.2	110	-8	2	3

Bioassay records from PubChem.
